ADAM10 inh = human ADAM10 inhibitors, primary screen, biochemical, QFRET, HTS | Disintegrin and metalloproteinase domain-containing protein 10 (Homo sapiens), O14672 | recombinant ADAM10, EDANS/DABCYL FRET peptide cleavage, 3 h | inhibition, % at 7 µM | hit rate 0.62% among 370,000;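 active = inhibition above a per-campaign cutoff equal to the mean of compounds falling between control-based bounds plus 3 SD, cut at about 20% in these data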;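 note: 0% = DMSO wells while the 100% control is not disclosed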
Target sequence (O14672 214-748 limits assumed): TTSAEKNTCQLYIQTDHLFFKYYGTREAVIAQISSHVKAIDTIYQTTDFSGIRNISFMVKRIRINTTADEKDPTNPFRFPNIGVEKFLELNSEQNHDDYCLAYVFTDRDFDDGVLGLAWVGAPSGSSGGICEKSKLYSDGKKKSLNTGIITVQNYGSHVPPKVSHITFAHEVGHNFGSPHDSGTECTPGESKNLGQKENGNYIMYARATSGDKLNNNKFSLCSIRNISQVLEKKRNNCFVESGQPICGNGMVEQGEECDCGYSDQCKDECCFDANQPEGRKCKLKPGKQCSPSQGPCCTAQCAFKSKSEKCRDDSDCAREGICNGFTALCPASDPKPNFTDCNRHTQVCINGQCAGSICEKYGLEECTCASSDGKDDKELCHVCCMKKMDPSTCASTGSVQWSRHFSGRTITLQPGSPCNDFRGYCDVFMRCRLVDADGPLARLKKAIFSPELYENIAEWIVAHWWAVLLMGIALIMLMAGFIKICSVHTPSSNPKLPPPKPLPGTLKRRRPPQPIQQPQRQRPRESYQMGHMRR
GC-B act = human GC-B receptor activators, primary screen, HEK293 GC-B cells, cGMP TR-FRET, EC30 CNP; Atrial natriuretic peptide receptor 2 (Homo sapiens), P20594; 0% at EC30 CNP, 100% saturating CNP; activation, % at 10 µM; hit rate 0.11% among 370,000; AID 1920062, 2024;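 active = activation at 10 µM reaching about 35% in either raw or pattern-adjusted values, limit read from the data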
rCAG RNA binder = binders of r(CAG) RNA repeats, primary screen, biochemical, fluorescence; r(CAG) RNA repeat, TO-PRO-1 dye displacement fluorescence; inhibition, % at 3 µM; hit rate 1.3% among 370,000; AID 651821, 2012;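 active = inhibition above the plate cutoff, the mean of all test compounds on that plate plus 3 SD, cut at about 35% in these data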;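 note: 0% = DMSO alone and 100% = 100 µM mitoxantrone as full dye displacement; higher means more dye released from RNA so lower well fluorescence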
sPLA2-III inh = human group III sPLA2 inhibitors, primary screen, biochemical, QFRET, BODIPY PC-A2 liposome substrate; QFRET BODIPY PC-A2 liposome hydrolysis, fluorescence; inhibition, % at 12.2 µM; hit rate 0.56% among 370,000; AID 743126, 2013;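 active = inhibition above mean plus 3 SD of compounds lying within the high and low control bounds, cut at about 19% in these data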;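 note: 0% = median of test compound wells and 100% = no enzyme DMSO wells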
GC-A act = GC-A stimulated cGMP production enhancers – HEK293 GC-A cells, cGMP TR-FRET, EC30 ANP, primary screen | Atrial natriuretic peptide receptor 1 (Homo sapiens), P16066 | AID 1671463, 2021 | activation, % at 10 µM | hit rate 0.14% among 370,000 | 0% at EC30 ANP, 100% saturating ANP; in the data active = activation above about 40%
ARFGAP1 inh = inhibitors of rat ARFGAP1 GAP activity, primary screen, biochemical, fluorescence polarization, GDP tracer; ADP-ribosylation factor GTPase-activating protein 1 (Rattus norvegicus), Q62848; Arfgap1-stimulated ARF1 GTP hydrolysis, GDP FP detection; inhibition, % at 16.5 µM; hit rate 0.26% among 360,000; AID 651572, 2012;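 active = inhibition above a per-plate limit, mean inhibition of low control wells plus 3 SD, cut at about 25% in these data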;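 note: 0% = DMSO wells with enzyme and 100% = wells lacking Arfgap1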
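Material – truncated rat Arfgap1 GAP domain · Buffer or medium – HEPES-based buffer, pH 7.5 · Reagent – human ARF1(Δ1-17)-GTP substrate · Dosing – 16.5 µM single point, 1.26% DMSO · Schedule – GTP hydrolysis reaction 2 h at 25 °C · Technique – GDP detection by fluorescence polarization · Benchmarks – No-Arfgap1 wells (100%) versus DMSO full-reaction wells (0%) · Repeats – single replicate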
FXN GAA850 act = FXN promoter activators, primary screen, cell-based, luciferase luminescence, HEK293 lucGAA850 | HEK293 lucGAA850 FXN promoter luciferase reporter, 24 h; percent of 10 µM SAHA response | activation, % at 6 µM | hit rate 0.56% among 360,000;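 active = activation above the average of all compounds screened plus 3 SD, cutoff fixed separately per campaign, cut at about 7.5% in these data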;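 note: 0% = DMSO wells and 100% = 10 µM SAHA wells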
proKLK7 act = proKLK7 zymogen activators, primary screen, biochemical, fluorescence intensity. purified proKLK7, EDANS-DABCYL substrate fluorescence; 100% is mature enzyme control, 0% vehicle. activation, % at 7 µM. hit rate 0.9% among 370,000;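 active = activation above the mean of all tested compounds plus 3 SD, computed per campaign excluding outliers beyond control limits, cut at about 13% in these data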
ASAP1 inh = inhibitors of human ASAP1 ArfGAP activity, primary screen, biochemical, fluorescence polarization; inhibition, % at 16.5 µM; ASAP1-stimulated ARF1 GTP hydrolysis, GDP FP detection; hit rate 0.19% among 360,000; AID 624377, 2012; Arf-GAP with SH3 domain, ANK repeat and PH domain-containing protein 1 (Homo sapiens), …; in the data active = inhibition above about 25%;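 note: 0% = vehicle with enzyme and substrate and 100% = no enzyme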
DDE Tn6 FP inh = inhibitors of Tn6 peptide binding to fibrin DD(E), primary screen, biochemical, fluorescence polarization, human fibrin, Tn6 probe; Fibrin DD(E) TRITC-Tn6 fluorescence polarization displacement; inhibition, % at 8.3 µM; hit rate 0.21% among 370,000;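 active = inhibition above a per-campaign cutoff: mean of compounds within control limits plus 3 SD, cut at about 15% in these data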;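 note: 0% = median of all compound wells on the plate and 100% = blocking peptide control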
Target sequence (P02675 whole entry, looked up): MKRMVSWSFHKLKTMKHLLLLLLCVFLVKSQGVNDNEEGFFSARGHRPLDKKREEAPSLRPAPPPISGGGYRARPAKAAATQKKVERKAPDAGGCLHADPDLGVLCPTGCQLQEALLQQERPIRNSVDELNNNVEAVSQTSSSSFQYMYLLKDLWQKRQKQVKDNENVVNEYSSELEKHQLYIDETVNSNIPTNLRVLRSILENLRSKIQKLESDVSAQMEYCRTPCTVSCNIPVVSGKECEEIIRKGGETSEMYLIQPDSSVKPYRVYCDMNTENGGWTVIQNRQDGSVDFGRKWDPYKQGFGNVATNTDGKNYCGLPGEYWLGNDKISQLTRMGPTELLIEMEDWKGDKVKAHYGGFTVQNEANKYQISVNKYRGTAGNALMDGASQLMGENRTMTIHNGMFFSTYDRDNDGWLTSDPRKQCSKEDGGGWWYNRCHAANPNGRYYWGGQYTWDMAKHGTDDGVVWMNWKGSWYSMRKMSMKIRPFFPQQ
The depositor's hits bear a star; i = inactive; nt = not tested or not shown.

Compound	GC-A act	rCAG RNA binder	FXN GAA850 act	sPLA2-III inh	GC-B act	ADAM10 inh	DDE Tn6 FP inh	ASAP1 inh	ARFGAP1 inh	proKLK7 act
NC(=O)c1cc([N+](=O)[O-])ccc1NCc1ccccn1	2	2	2.2	7	4	-7	0	-12	1	-0.7
COc1ccccc1C(=O)NCCC(=O)Nc1ccc(S(=O)(=O)N2CCC(C)CC2)cc1	0	3	0.9	-23	0	-5	3	-5	-4	-0.7
CCOc1ccc(S(=O)(=O)N2CCOCC2)cc1NC(=O)CN1C(=O)NC2(CCCCC2)C1=O	3	6	-0.5	11	5	-4	-2	10	-6	-0.4
O=C(CSCc1ccc(F)cc1)Nc1ccccc1C(=O)N1CCOCC1	-1	-2	1.3	12	3	1	2	-4	-10	-0.1
CCCCN(CC(=O)NCCOC)C(=O)Cn1nnc2ccccc21	-2	-3	0.6	8	7	-5	-2	-7	16	-0.4
C=CCn1c(C)c(C(C)=O)c(N2CCN(c3ccccc3)CC2)nc1=S	1	-44	0.2	-20	-22	-7	4	-1	8	-0.3
CCOC(=O)C1CN(S(=O)(=O)c2cccc(C(F)(F)F)c2)c2cc(CC(=O)OC)ccc2O1 (stereo not drawn)	-2	-3	-1.7	0	-2	16	-5	3	-9	0.1
COc1cc(F)ccc1-c1csc(C(O)c2ccccc2)n1 (stereo not drawn)	1	-1	3.6	-20	-16	2	1	3	15	-0.1
Cc1ccc(N(CC(=O)Nc2ccccc2-c2ccccc2)S(=O)(=O)c2ccccc2)cc1	-6	-1	-1.9	-6	-9	13	-4	18	8	-0.3
CCOC(=O)C(Sc1cc(C)nc(N)n1)C(C)=O (stereo not drawn)	2	-1	-3.7	6	5	-10	-3	-5	1	-0.6
CCOc1ccc(NC(=O)CN(C)C(=O)CSC(C)C(=O)Nc2cc(C)on2)cc1OCC (stereo not drawn)	0	-7	1.9	9	4	-13	3	-4	0	-1.1
Nc1ncn(C23CC4CC(CC(C4)C2)C3)n1	4	-1	-2.7	1	-1	1	13	-13	-2	-0.2
Cc1ccc(C)c(Cn2c(C(=O)OC(C)C)cc3c2ccn3C)c1	-10	-5	-0.9	-5	-6	-6	-4	9	-5	-0.6
Cc1nn(C)cc1C(C(=O)NC1CCCCC1)N(C(=O)Cc1cccs1)c1ccc(C(C)C)cc1 (stereo not drawn)	-8	-8	2.3	-1	-3	-6	0	-4	-6	0.4
CC(=O)CCS(=O)(=O)c1ccc(Oc2ccc(S(=O)(=O)CCC(C)=O)cc2)cc1	1	2	1.4	6	4	1	3	-4	-8	-0.7
CCOC(=O)c1c(NC(=O)C2C3C=CC(CC3)C2C(=O)O)sc(C)c1C (stereo not drawn)	5	7	1.5	2	-1	2	2	10	2	-0.1
COc1cc(C(=O)NCc2cc3ccccc3n2C)cc(OC)c1OC	0	-4	-0.1	-14	3	-8	-3	-2	-9	0.3
O=C(NCc1ccccc1)C(c1ccccc1)n1c(-c2ccccn2)nc2ccccc21 (stereo not drawn)	-24	5	nt	-3	-9	-6	-12	3	-6	0.3
NC(=O)c1cc(S(=O)(=O)NCCc2ccc(Cl)cc2)cs1	-3	5	-0.9	-6	-4	10	-4	-9	-14	0.3
Cn1c(=O)oc2cc(S(=O)(=O)Nc3ccccc3O)ccc21	-4	3	2.7	0	3	-2	-2	-3	-2	-0.4
CSc1ccc(Cn2c(C)c(C(=O)NCc3ccc4c(c3)OCCO4)sc2=O)cc1	-1	5	0.1	-9	-2	20*	2	6	-8	0.8
CCOC(=O)c1cc(C)n(Cc2cccc(OC)c2OC)c1C	5	-7	1.8	-6	3	4	1	4	-1	-0.3
CN1CCN(C(c2ccccc2)c2nnnn2C(C)(C)C)CC1 (stereo not drawn)	0	1	nt	-3	-4	1	-3	11	1	-0.4
Cc1nc2ccccc2c(=O)n1NCc1cccs1	-7	-5	0.6	4	-3	-1	-4	0	-10	0.5
Cc1c(NC(=O)CN2C(=O)NC3(CCC(C)CC3)C2=O)c(=O)n(-c2ccccc2)n1C (stereo not drawn)	-1	2	1.5	-2	-2	-1	-1	6	7	-0.7
CC(=Nc1ccc(C)cc1)c1sc2ccccc2c1O	-2	-1	-0.4	1	-2	0	-5	9	-6	1.3
Nc1nc2c(Br)ccc(Br)c2cc1C(=O)NCCc1ccccc1	2	5	nt	4	0	-17	-3	-4	12	-0.2
CN1CCN(NC(=O)c2cccc(C(F)(F)F)c2)CC1	-2	0	2.6	-4	-3	6	-8	-5	-11	-0.2
O=C1CC(c2ccccc2)CN1S(=O)(=O)c1ccccc1 (stereo not drawn)	-1	-1	-0.6	0	9	-6	-1	-13	-14	0.7
CCOc1ccc(NS(=O)(=O)c2cc(NC(=O)CCNC(=O)c3ccco3)ccc2OC)cc1	3	3	1.2	1	2	-35	0	2	2	-0.1
CCN(CC)CCN1C(=O)C(O)=C(C(=O)c2cccs2)C1c1ccc(C)o1 (stereo not drawn)	5	1	0.7	1	0	-4	2	-1	6	1.4
CCN(CC)CCSc1nc(O)c(-c2ccccc2)c(=O)[nH]1	3	0	2.7	5	4	1	-8	10	9	-0.4
COc1ccc2c(C(=O)CN3CCN(c4ccccc4)CC3)c[nH]c2c1	1	0	1.6	-8	-2	-2	-1	-2	-5	-0.1
O=C1C2CCCN2C(c2ccccc2)N1c1ccc(Cl)cc1 (stereo not drawn)	-11	-3	-3.4	6	-5	7	-2	-6	1	0.4
COc1ccc(-c2cc3nc(-c4ccccc4)cc(N4CCN(C(=O)c5ccsc5)CC4)n3n2)cc1	6	6	0.5	6	-6	-55	1	-10	9	-1.2
CC(CCN1CCC(CN2C(=O)C(=O)NC[C@@H]2Cc2ccccc2)CC1)c1ccccc1 (stereo partly drawn)	3	0	1.6	-7	3	-7	4	-9	-2	0.8
O=[N+]([O-])c1cccc(CSc2nnc(Cc3ccccc3)n2-c2ccc(F)cc2)c1	-13	-8	1.2	-13	-9	5	-2	-19	-8	-0.1
Cn1cnnc1SCC(=O)NC1CCCN(Cc2ccccc2F)C1 (stereo not drawn)	-2	-2	0.8	-3	1	0	6	-14	1	0.1
COc1ccc(OC)c(/C=C/C(=O)Nc2cccc(S(=O)(=O)N3CCCC3)c2)c1	12	15	1.3	-26	1	i	-12	23	13	-102
COc1ccc(-n2nnnc2SCC(=O)Nc2ccccc2)cc1	-1	-2	-1.0	-12	-3	-1	-8	1	-8	-0.4
Cc1cc(OC(F)F)ccc1NC(=O)Nc1ccc2c(c1)OCO2	-2	-3	-0.8	9	1	-7	1	1	11	0.1
CCCCc1c(-c2ccccc2OC)ncn1CCc1ccc(Cl)cc1	-25	3	nt	-21	-13	3	3	-5	15	0.3
Cc1cc(N2CCN(C(=O)OC(C)(C)C)C[C@H]2C)ccc1N1CCN(Cc2ccccc2)[C@H](C)C1	1	1	nt	4	3	-5	2	1	2	0.3
COc1cccc(-c2ncc3ccccc3c2COC(=O)c2ccc(C(C)(C)C)cc2)c1	0	4	-1.6	1	2	1	-6	6	-8	0.1
CCOc1ccc2nc(NC(=O)CN3C(=O)NC4(CCCC4)C3=O)sc2c1	5	0	2.3	-3	-1	-5	0	5	2	0.1
CCOC(=O)c1ccc(COC(=O)c2ccc(-c3nnc(-c4ccccc4)o3)cc2)o1	-2	1	0.6	4	-2	0	3	-9	0	0.1
COc1ccc(-c2c(C(C)=O)c(C)nc3sc4c(=O)[nH]nnc4c23)cc1	4	16	0.8	-4	-1	-16	3	-6	3	0.3
COc1ccc(/C=N/NC(=O)Nc2cccc3nsnc23)cc1	0	4	2.8	3	-1	-2	-2	-6	-11	-0.9
Cc1ccc(SCCC(=O)OCn2nnc3ccccc3c2=O)cc1	-2	-7	1.2	-4	-4	11	2	5	5	-0.3
COC(=O)CSc1nnc(-c2ccccn2)n1Cc1ccco1	0	-1	-2.6	2	6	2	3	6	-9	-0.7

Additional compounds follow:
Compound	GC-A act	rCAG RNA binder	FXN GAA850 act	sPLA2-III inh	GC-B act	ADAM10 inh	DDE Tn6 FP inh	ASAP1 inh	ARFGAP1 inh	proKLK7 act
Cc1ccc(C)c(NC(=O)C2CCCN2S(=O)(=O)c2cccc3cccnc23)c1 (stereo not drawn)	2	1	nt	-2	-4	6	1	nt	nt	-0.2
COc1cccc(C(=O)CN(C(=O)c2ccc(Cl)c(Cl)c2)N2C(=O)C3CCCCC3C2=O)c1 (stereo not drawn)	-5	3	-1.7	1	-5	0	-7	-4	14	-0.5
O=C(O)c1ccc(-c2noc(-c3ccc(F)cc3)n2)cc1	1	5	4.8	7	-6	-1	0	9	-11	-0.1
COc1ccc(CN2CCNC(=O)C2CC(=O)NCCC2=CCCCC2)c(F)c1 (stereo not drawn)	0	-4	0.4	-8	0	-10	1	-1	-7	0.0
Cc1cccc(N2CCN(C(=O)/C=C/c3cccs3)CC2)c1C	3	1	3.0	0	1	11	4	9	-4	0.3
COc1ccc(S(=O)(=O)N2CCCC2)cc1C(C)C	-4	-3	3.1	3	5	3	-2	-3	-4	-0.2
CN(c1ccccc1C(=O)Nc1ccc(CC#N)cc1)S(=O)(=O)c1ccccc1	-3	-6	0.5	0	-1	4	-9	2	-7	0.4
O=C(c1ccc(S(=O)(=O)Nc2ccccc2F)cc1)N1CCN(c2ccccn2)CC1	-4	14	0.0	4	-6	-11	7	-10	5	-0.2
O=c1c2ccccc2nnn1COc1cccc2ccccc12	3	7	4.6	0	-4	-4	-1	-6	3	-0.6
CN(C)/C=N/C(=S)Nc1ccccc1	1	-1	4.1	2	-2	-2	7	-13	7	-0.6
Cc1ccccc1OCC(=O)N/N=C/c1ccccn1	1	-4	0.4	2	-1	0	10	7	4	0.0
Cc1nc2cc(C(=O)N3CCN(C(=O)C(Cl)Cl)CC3)ccc2n1C1CCCC1	3	9	nt	13	-1	-15	-6	nt	nt	0.3
CC(OC(=O)c1ccccc1Br)C(=O)Nc1nc(-c2cccc([N+](=O)[O-])c2)cs1 (stereo not drawn)	3	2	2.0	-7	3	6	-3	8	10	0.1
